Assay outcomes from PubChem.
LEDGF integ inh – blocks HIV-1 LEDGF/p75-dependent DNA integration | inhibition, % at 3.7 µM | 370,000 compounds, 0.64% hits | TR-FRET IN-LEDGF/p75 DNA integration, Eu/Cy5;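 active = inhibition above the screen-wide mean plus 3 SD, cut at about 13% in these data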;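 note: signal is the Cy5 over europium emission ratio at 671 and 618 nm; 0% = plate median of compound wells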
TDP2 absorb – TDP2 (human) inhibition, absorbance primary screen. O95551. 370,000 compounds, 0.34% hits. recombinant TDP2, T5PNP hydrolysis, p-nitrophenol absorbance 415 nm. inhibition, % at 12.8 µM;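 active = inhibition above the mean of all tested compounds plus 3 SD, set per campaign, cut at about 25% in these data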;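 note: 0% = DMSO with enzyme and 100% = buffer with substrate but no TDP2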
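Assay system: Recombinant human TDP2 | Quantity: 120 nM TDP2 per well | Incubation: 2 h at 37 °C | Signal: Epi absorbance | Evaluation: Percent inhibition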
HTRA1 inh – HTRA1 (human) protease inhibition; Q92743; recombinant HTRA1, FP-rhodamine activity-based probe, fluorescence polarization; inhibition, % at 5.96 µM; 340,000 compounds, 0.5% hits; AID 504803; in the data active = inhibition above about 36%;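 note: 0% = enzyme with DMSO and 100% = wells lacking enzyme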
TCR-CD3 inh – human TCR-CD3 binding inhibition; TAMRA-labeled TCR probe fluorescence, biochemical; inhibition, % at 9.4 µM; 360,000 compounds, 0.37% hits; AID 651800; in the data active = inhibition above about 19%;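 note: recombinant mutant TCR 2C K166C tagged with TAMRA read by polarization; 0% = receptor in buffer alone and 100% = receptor with positive control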
PG9 Ab binder – small molecules binding HIV-1 gp120 antibody PG9; TR-FRET gp120-PG9 antibody binding; AID 624416; 360,000 compounds, 0.43% hits; inhibition, % at 6.7 µM; in the data active = inhibition above about 8.5%
mABHD4 FP – ABHD4 (mouse) inhibition, primary FP screen; purified mABHD4, FP-Rh probe fluorescence polarization; 370,000 compounds, 0.54% hits; inhibition, % at 8.92 µM; Q8VD66; AID 720543;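 active = inhibition exceeding the mean over every tested compound plus 3 SD, cut at about 30% in these data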;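 note: 0% = plate median of compound wells and 100% = S159A mutant with DMSO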
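Assay system: Wild-type mouse ABHD4 protein | Medium: HEPES pH 7.0 buffer, 150 mM NaCl, 0.01% Pluronic F-127 | Incubation: Enzyme–compound pre-incubation 45 min, then probe 60 min, both 25 °C | Technique: Fluorescence polarization with parallel and perpendicular emission, 525/598 nm | Evaluation: % inhibition of FP-Rh probe binding versus controls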
PRMT1 inh – blocks human protein arginine methyltransferase 1. 370,000 compounds, 1.3% hits. inhibition, % at 2.79 µM. Q99873. AID 652257. recombinant PRMT1, activity-based probe fluorescence polarization;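 active = inhibition above about 21% made by adding two undisclosed values, limit read from the data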
Target sequence (Q99873 whole entry, looked up): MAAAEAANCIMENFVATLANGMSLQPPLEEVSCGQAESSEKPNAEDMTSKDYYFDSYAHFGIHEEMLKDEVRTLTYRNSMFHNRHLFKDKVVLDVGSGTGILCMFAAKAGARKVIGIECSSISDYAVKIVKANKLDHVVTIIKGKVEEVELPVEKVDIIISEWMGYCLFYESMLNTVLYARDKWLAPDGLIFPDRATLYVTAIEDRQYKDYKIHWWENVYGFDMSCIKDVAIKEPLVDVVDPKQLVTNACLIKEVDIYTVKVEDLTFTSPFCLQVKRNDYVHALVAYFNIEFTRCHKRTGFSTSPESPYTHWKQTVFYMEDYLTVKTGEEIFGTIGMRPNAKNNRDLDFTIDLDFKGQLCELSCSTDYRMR
SIAE inh – blocks human sialic acid acetylesterase; Q9HAT2; SIAE FP-Rh probe binding, fluorescence polarization; inhibition, % at 9.66 µM; 370,000 compounds, 0.69% hits; AID 1053197;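 active = inhibition above a cutoff: mean of compounds within the control limits plus 3 SD of those, cut at about 17% in these data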;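 note: 0% = plate median of compound wells and 100% = probe without SIAE protein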
Target sequence (Q9HAT2 whole entry, looked up): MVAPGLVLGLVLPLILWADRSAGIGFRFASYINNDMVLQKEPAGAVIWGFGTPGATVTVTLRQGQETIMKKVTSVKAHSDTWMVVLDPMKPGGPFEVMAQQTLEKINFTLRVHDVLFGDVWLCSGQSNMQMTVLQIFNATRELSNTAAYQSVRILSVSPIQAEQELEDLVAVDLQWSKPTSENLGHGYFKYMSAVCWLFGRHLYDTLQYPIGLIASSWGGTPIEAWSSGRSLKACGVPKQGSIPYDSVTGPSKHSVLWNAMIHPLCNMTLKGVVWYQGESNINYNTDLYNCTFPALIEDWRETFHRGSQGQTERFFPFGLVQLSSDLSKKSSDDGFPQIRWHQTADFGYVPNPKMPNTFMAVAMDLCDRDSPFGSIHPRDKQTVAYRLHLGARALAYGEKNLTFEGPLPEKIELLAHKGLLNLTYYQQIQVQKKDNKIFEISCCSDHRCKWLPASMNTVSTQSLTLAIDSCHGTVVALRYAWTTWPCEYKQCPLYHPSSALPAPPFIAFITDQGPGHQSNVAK
Tn7 DDE FP – disrupts Tn7 cyclic peptide binding to fibrin D-Dimer-E complex. AID 720508. 370,000 compounds, 0.13% hits. inhibition, % at 8.3 µM. FP displacement of FITC-Tn7 peptide from fibrin DD(E); 0% = median of compound wells per plate. P02675;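 active = inhibition above the mean of compounds falling within the control limits plus 3 SD of them, cut at about 14% in these data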;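 note: 0% = plate median of compound wells and 100% = 10 µM Aha-Tn7 peptide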
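Test system: human clot-derived fibrin DD(E) complex / Quantity: 2 µM final DD(E) protein / Incubation: 10 min plus 3 h, room temperature / Measured by: fluorescence polarization / Benchmarks: high control of 10 µM Aha-Tn7 peptide / Replicates: singlicate testing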
UHRF1 binding – blocks human UHRF1 binding to methylated DNA. 370,000 compounds, 0.75% hits. Q96T88. UHRF1 binding to methylated oligo, TR-FRET. AID 687016. inhibition, % at 4.4 µM; in the data active = inhibition above about 21%;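 note: UHRF1 SRA domain binding a hemimethylated CpG hairpin DNA probe; 0% = median of test compound wells and 100% = reference inhibitor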
Active calls of the source: *; . = not tested or not shown.

LEDGF integ inh | TDP2 absorb | HTRA1 inh | TCR-CD3 inh | PG9 Ab binder | mABHD4 FP | PRMT1 inh | SIAE inh | Tn7 DDE FP | SMILES | UHRF1 binding
42.0* | 66.5* | 22.1 | 5.8 | 0.3 | 42.8* | 81.3* | 19.9* | 1.9 | Cc1cc(C)c(S(=O)(=O)/N=C2/C=C(Sc3ncn[nH]3)C(=O)c3ccccc32)cc1C | 6.6
-0.1 | 9.4 | 10.5 | 0.0 | -0.3 | -1.8 | -2.4 | -1.3 | -1.5 | CCN(CC)CC(C)OC(=O)c1ccccc1Cl (centres undefined) | -0.1
-0.8 | 2.4 | 6.9 | 5.5 | 1.3 | 9.4 | 3.3 | -1.7 | 0.3 | Cc1cc2ccccc2n1CCNC(=O)c1ccccc1 | -3.9
3.6 | -9.3 | -7.8 | 1.9 | -0.3 | -5.2 | -2.6 | -0.4 | 0.8 | COc1cccc(NC(=O)Nc2cccn(Cc3ccc(C)cc3)c2=O)c1 | 3.5
-2.6 | -10.4 | -1.8 | 2.8 | -0.6 | 7.0 | 1.7 | 4.6 | 6.0 | COc1ccccc1C(=O)NC(=S)Nc1ccc2[nH]c(=O)[nH]c2c1 | -1.2
3.0 | 3.4 | 2.0 | -8.4 | -0.6 | -5.1 | 5.4 | 3.9 | -4.5 | Cc1ccnc(N2CCC(C(=O)NCc3ccccc3F)CC2)n1 | 0.0
-3.4 | -6.0 | . | 2.7 | -1.9 | 0.6 | 1.8 | -13.1 | 3.3 | CCOC(=O)[C@]12CCC=C1N(Cc1ccc(Cl)cc1Cl)C(=O)[C@H](CC(=O)NCCC(C)C)C2 | -0.9
1.6 | -6.3 | -23.9 | 2.6 | -2.4 | 17.6 | 1.6 | -8.3 | 3.9 | Cc1ccc([C@H]2C(C(=O)O)=CC[C@@H](c3ccc(C)cc3)N2S(=O)(=O)c2ccccc2C)cc1 | 1.2
3.3 | 3.2 | 25.0 | 11.0 | -1.2 | 2.8 | 0.7 | 1.7 | -0.3 | CC1(O)CC(c2ccc(Cl)cc2)=NN1C(=O)c1ccc(Cl)cc1 (centres undefined) | -0.5
-0.4 | 0.4 | -111.0 | 3.1 | -2.9 | -2.2 | -1.3 | -34.6 | 7.8 | CCCCCCN1C[C@H](n2cc(-c3ccc(F)cc3)nn2)[C@@H](O)C[C@@H]1c1ccc(Cl)cc1 | -0.5
-0.5 | 6.2 | -4.2 | 7.4 | -0.4 | 1.6 | -0.1 | 7.0 | -4.4 | CCCCCNCc1ccc(Br)cc1 | -0.2
-3.1 | 1.0 | -9.6 | 3.7 | 0.4 | -3.3 | -1.0 | -7.0 | -9.5 | O=C(c1ccc(S(=O)(=O)N2CCCCCC2)cc1)N1CCC(CN2C(=O)c3cccc4cccc(c34)C2=O)CC1 | 2.6

With a hit mark in TDP2 absorb, of those listed so far:
LEDGF integ inh | TDP2 absorb | HTRA1 inh | TCR-CD3 inh | PG9 Ab binder | mABHD4 FP | PRMT1 inh | SIAE inh | Tn7 DDE FP | SMILES | UHRF1 binding
42.0* | 66.5* | 22.1 | 5.8 | 0.3 | 42.8* | 81.3* | 19.9* | 1.9 | Cc1cc(C)c(S(=O)(=O)/N=C2/C=C(Sc3ncn[nH]3)C(=O)c3ccccc32)cc1C | 6.6

Back to the main list; the 2 compounds before the break are reprinted first.
LEDGF integ inh | TDP2 absorb | HTRA1 inh | TCR-CD3 inh | PG9 Ab binder | mABHD4 FP | PRMT1 inh | SIAE inh | Tn7 DDE FP | SMILES | UHRF1 binding
-0.5 | 6.2 | -4.2 | 7.4 | -0.4 | 1.6 | -0.1 | 7.0 | -4.4 | CCCCCNCc1ccc(Br)cc1 | -0.2
-3.1 | 1.0 | -9.6 | 3.7 | 0.4 | -3.3 | -1.0 | -7.0 | -9.5 | O=C(c1ccc(S(=O)(=O)N2CCCCCC2)cc1)N1CCC(CN2C(=O)c3cccc4cccc(c34)C2=O)CC1 | 2.6
2.8 | 4.4 | -6.1 | 3.2 | -2.1 | -1.3 | -1.7 | -3.3 | -6.7 | Cc1ccc(S(=O)(=O)N2C[C@@H]3CCCC[C@@H]3[C@@H](C)[C@H]2c2cn(Cc3ccccc3)c3ncccc23)cc1 | -1.2
0.9 | -2.3 | -0.4 | 3.0 | 0.1 | 2.4 | 1.2 | 2.1 | -0.9 | COc1ccc(NC(=O)c2ccccc2F)cc1Cl | 0.0
-0.6 | 10.6 | 3.5 | 0.2 | -1.9 | -7.3 | -0.9 | 3.0 | -3.8 | Cc1cc(C(=O)OCC(=O)Nc2cccc(S(=O)(=O)N3CCOCC3)c2)c(C)o1 | -1.1
-2.6 | 0.1 | -11.1 | 0.9 | 0.8 | -69.0 | -1.1 | -61.7 | 1.2 | S=C(NCc1ccccc1)NCc1ccc(CNC(=S)NCc2ccccc2)cc1 | -1.2
0.3 | -4.4 | 7.6 | 4.3 | -2.5 | 11.0 | -1.3 | 0.9 | -4.1 | COc1cc(NC(=O)C2C3C=CC(C3)C2C(=O)O)c(OC)cc1Cl (centres undefined) | -0.1
3.5 | -5.0 | -8.2 | 3.8 | 1.4 | 4.7 | -1.3 | -4.0 | -2.6 | O=C(Cc1csc(Nc2nc(=S)[nH]c3ccccc23)n1)NCCCN1CCN(c2cccc(Cl)c2)CC1 | -5.1
-3.6 | 0.2 | -5.7 | -1.2 | 2.5 | 5.6 | -2.2 | -1.7 | 6.1 | COC1OC(COCc2ccccc2)C(N)C(OCc2ccccc2)C1OCc1ccccc1 (centres undefined) | -0.6
2.7 | 2.4 | . | 3.3 | 0.5 | 1.2 | -0.3 | 3.4 | -1.0 | CC1(C(=O)NS(=O)(=O)Cc2ccccc2)CCN1C(=O)Cc1ccc(-c2ccccc2)cc1 (centres undefined) | 0.1
-2.8 | -3.6 | -9.7 | -3.1 | -0.2 | -1.6 | 12.8 | 0.8 | -2.4 | CCOc1ccccc1NC1=C(Cl)C(=O)N(c2ccccc2)C1=O | 4.6
1.4 | -6.3 | -0.5 | -0.1 | -1.5 | 1.0 | -1.8 | -1.1 | 5.9 | Cc1nc2ccccc2c(=O)n1NC(=O)c1cccc([N+](=O)[O-])c1 | -1.7
3.0 | 1.8 | . | . | . | 0.4 | -5.0 | -1.6 | -1.0 | COc1ccc(CNC(=O)O[C@H]2CC[C@@]34CCCN3C(=O)CCC[C@H]4C2)cc1 | -2.8
0.7 | 13.0 | -8.7 | -2.1 | -1.0 | 5.8 | 3.4 | 7.3 | 3.1 | CCOC(=O)N1CCN(S(=O)(=O)c2cc(C)c(C)cc2C)CC1 | -1.4
0.4 | -1.0 | 3.3 | -2.8 | 1.2 | -3.8 | -1.5 | -4.6 | -4.0 | Cc1ccc(S(=O)(=O)N2CCOCC2)cc1NC(=O)c1ccncc1 | 1.0
0.1 | -1.6 | -3.5 | 9.4 | -2.5 | -2.7 | -0.8 | -9.3 | 0.4 | Cc1ccccc1-n1c(=O)c2c(n3cnnc13)-c1ccccc1CC21CCCCC1 | -1.4
0.9 | 0.4 | 19.9 | -9.3 | -2.9 | -7.3 | 3.7 | -3.3 | -1.0 | O=C(COC(=O)c1ccc([N+](=O)[O-])o1)NCc1ccccc1 | -1.4
-1.7 | -8.8 | -6.0 | -3.6 | 1.0 | -6.8 | 6.9 | -7.1 | 6.1 | Cc1cc(C)c(C#N)c(SCCS(=O)(=O)c2ccc(Cl)cc2)n1 | 1.9
-0.8 | 8.8 | -0.9 | 6.6 | -3.8 | 0.3 | 0.5 | 0.9 | -3.2 | CCCn1c(=S)[nH]c2ccccc2c1=O | -0.2
-1.0 | 1.1 | 7.2 | 3.5 | -1.2 | 0.7 | 1.9 | -3.3 | 4.1 | CCOC(=O)N1CCC(N(C(=O)Nc2cccc(OC)c2)C(C)CC)CC1 (centres undefined) | -0.2
-1.0 | 1.3 | -2.3 | 2.5 | -2.1 | -1.5 | -0.8 | -2.1 | -6.5 | O=C(O)Cc1ccc(S(=O)(=O)Nc2ccccc2C(=O)O)cc1 | 8.0
1.4 | -25.0 | -4.8 | -4.3 | -3.8 | -4.1 | -1.6 | -0.1 | -1.8 | CCN(CC)CCNC(=O)CCN1N=C(c2ccccc2)CCC1=O | -0.9
2.7 | 5.1 | -24.2 | 4.3 | -2.0 | -8.2 | 0.2 | -4.6 | -7.4 | CO/N=C/CC(=O)c1cnc(-c2ccc(Cl)cc2)s1 | -1.9
4.4 | -11.3 | -1.3 | 0.3 | -2.8 | 0.0 | -2.3 | 2.8 | -1.2 | Cc1ccc(S(=O)(=O)N2CCN(C(=O)c3cc(S(=O)(=O)N(C)C)ccc3N3CCCC3)CC2)c(C)c1 | -2.6
-3.1 | -3.7 | -37.3 | -2.8 | 0.0 | -7.2 | 6.7 | -4.6 | 0.7 | COc1ccc(-c2csc(NC(=O)Cc3ccccc3F)n2)c(OC)c1 | 8.1
-2.8 | 3.0 | . | -7.8 | -1.1 | 0.1 | -0.3 | 5.0 | 3.7 | CC(=O)Nc1ccc(NC(=O)C2Cc3c(-c4cccc(F)c4)ccnc3O2)cc1 (centres undefined) | -1.2
-2.2 | 3.2 | -5.1 | 1.4 | 0.8 | 6.8 | -1.0 | -0.2 | 1.4 | CCS(=O)(=O)N1Cc2ccccc2CC1C(=O)N(C)CC(=O)Nc1cccc(F)c1 (centres undefined) | -1.4
0.6 | -3.5 | 4.3 | -1.8 | -4.0 | 0.1 | -2.2 | 0.4 | -0.5 | CN(Cc1ccccc1)C(=O)c1ccc([N+](=O)[O-])o1 | 7.6
1.0 | -7.8 | 1.2 | 3.4 | -2.4 | -1.4 | -1.2 | -3.6 | 6.4 | O=C(/C=C/c1cccc([N+](=O)[O-])c1)NC(=S)Nc1ccc(CN2CCOCC2)cc1 | 2.8
0.7 | -2.5 | 9.3 | 1.6 | -1.9 | -0.3 | 3.6 | 3.7 | 1.9 | COc1ccc(NC(=O)CSc2[nH]c(=O)cc(C)c2C#N)cc1OC | -5.1
2.2 | 9.0 | -0.1 | 3.1 | -1.1 | -2.8 | -2.9 | 6.5 | 2.3 | CN(CC(=O)NCCc1ccc(F)cc1)Cc1ccccc1 | -1.2
1.9 | 6.7 | . | . | . | -0.9 | -1.8 | 13.8 | 6.8 | CCN(CC)c1nc(C)nc2c1nnn2Cc1ccccc1 | -1.5
0.3 | -2.9 | -4.3 | 3.4 | 0.0 | -11.7 | -1.2 | -1.4 | 3.2 | CC(C)C(=O)Nc1cccc(S(=O)(=O)c2cccc(NC(=O)C(C)C)c2)c1 | -4.6
0.7 | -5.5 | -25.5 | 0.9 | 1.8 | 0.7 | -0.6 | -14.2 | 5.4 | OC(CN1CCCCC1)Cn1c2ccc(Cl)cc2c2cc(Cl)ccc21 (centres undefined) | -2.6

Compounds were not picked by outcome; about 4.2% have a hit in one of these screens.
